High-throughput results (PubChem)
Tau fluor counter = counter-screen for tau fibril formation inhibitors | Potency, µM (doses to about 57.7 µM), for inactives: at the top dose activity change, negative = decrease | 0.93% of 280,000 active | tau K18 P301L Alexa594 fluorescence, heparin fibrillization | AID 1463; further: on the % scale 0 is the no-effect control and ±100 the full control effect; nearly all actives have a fitted effect of over 55% in size
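Human K18 P301L tau (15 uM unlabeled plus 0.24 uM Alexa 594-labeled, final) in 100 mM sodium acetate pH 7 was mixed with compound and 20 uM heparin and incubated 6 hr at 37 C.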
Tau FP inhib = tau fibrillization inhibition (FP). P10636. K18 P301L tau heparin fibrillization, Alexa594 FP, 6 h. Potency, µM (top dose mostly 57.7 µM), inactives show at the highest dose activity, negative = inhibition, most hits filed as inhibitors. 0.39% of 280,000 active. AID 1468; further: on the % scale 0 is the no-effect control and ±100 the full control effect; nearly all actives have a fitted effect of over 55% in size
Target sequence (P10636 561-689 P618L limits assumed): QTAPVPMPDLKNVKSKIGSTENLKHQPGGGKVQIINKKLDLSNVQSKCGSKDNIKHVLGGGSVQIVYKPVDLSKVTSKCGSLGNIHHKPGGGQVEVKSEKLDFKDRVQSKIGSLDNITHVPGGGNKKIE
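K18 P301L tau (15 uM unlabeled/0.24 uM Alexa 594-labeled, final) + compound + heparin 20 uM final; 100 mM NaOAc pH 7; 6 hr 37 C; ThT 30 uM final added, 1 hr RT; FP ex 555/em 632 nm.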
RECQ1 inh = blocks DNA unwinding by human RECQ1. P46063. RECQ1 DNA unwinding, red fluorescence kinetic read. Potency, µM (titrated, usually from 57.3 µM), inactives show at the highest dose activity, negative = inhibition, actives largely listed as inhibitors. 0.54% of 240,000 active. AID 2549;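 further: plate controls were vehicle for no effect and no enzyme for full effect; nearly all actives have a fitted effect of over 30% in size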
Target sequence (P46063 whole entry, looked up): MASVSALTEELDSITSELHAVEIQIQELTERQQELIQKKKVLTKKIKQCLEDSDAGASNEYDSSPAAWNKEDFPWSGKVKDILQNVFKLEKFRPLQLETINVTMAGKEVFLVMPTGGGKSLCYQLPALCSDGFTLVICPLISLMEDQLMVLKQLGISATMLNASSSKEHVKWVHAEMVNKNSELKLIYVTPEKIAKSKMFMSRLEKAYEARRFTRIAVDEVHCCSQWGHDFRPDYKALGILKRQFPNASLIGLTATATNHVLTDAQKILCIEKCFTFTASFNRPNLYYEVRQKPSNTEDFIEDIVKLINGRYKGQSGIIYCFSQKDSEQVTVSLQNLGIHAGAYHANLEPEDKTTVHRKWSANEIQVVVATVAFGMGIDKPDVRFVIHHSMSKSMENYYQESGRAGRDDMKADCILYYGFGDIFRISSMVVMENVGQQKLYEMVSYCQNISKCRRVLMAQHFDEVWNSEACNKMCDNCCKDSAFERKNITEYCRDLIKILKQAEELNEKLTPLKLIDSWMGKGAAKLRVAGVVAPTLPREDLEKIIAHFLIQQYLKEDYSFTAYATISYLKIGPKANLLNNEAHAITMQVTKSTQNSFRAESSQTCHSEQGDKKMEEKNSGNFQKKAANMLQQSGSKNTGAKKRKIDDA
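RECQ1T1 50 nM; forked duplex (20 bp + 30-nt ss tails) 200 nM, ATP 2 mM final; pH 8.0, 2 mM MgCl2, 2.5 ug/ml poly(dI-dC); 15 min compound preincubation; discontinuous kinetic read over 2 h at RT.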
HTT ATP protect = Huntington cell model cytoprotection by ATP luminescence | 0.14% of 230,000 active | Potency, µM (series often up to 56.4 µM), without a hit: cytoprotection (ATP increase), usual class: activators | PC12 HTT-Q103 induced, cytoprotection, ATP luminescence, 40 h;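 further: % of control where 0% means no effect; nearly all actives have a fitted effect of over 45% in size; toxic huntingtin expression switched on by the ecdysone agonist tebufenozide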
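ATP quantification (ATPlite) reports survival of PC12 cells in which tebufenozide, 100 nM final, switches on Htt exon 1 with 103 glutamines linked to GFP; compounds are titrated.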
L3MBTL1 inh = blocks human L3MBTL1 | AID 485360 | AlphaScreen L3MBTL1–H3K9me1 peptide binding | 0.66% of 230,000 active | Q9Y468 | Potency, µM (highest dose often 57.1 µM), without a hit: at the highest dose activity, negative = inhibition, hits mostly inhibitors; further: on the % scale 0 is the no-effect control and ±100 the full control effect; nearly all actives have a fitted effect of over 60% in size
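L3MBTL1 50 nM + b-AHA-H3(1-15)K9me1 75 nM, 30 min RT; compound added, 30 min RT; streptavidin donor/Ni-chelate acceptor beads 10 ug/mL each final, 30 min RT dark; AlphaScreen read.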
TRb SRC2 PPI = inhibitors of human thyroid hormone receptor beta-SRC2 interaction | P10828 | TRbeta-SRC2 peptide binding, fluorescence polarization; receptor liganded with 1 µM T3 | Potency, µM (doses to about 106 µM), inactives show at the top dose activity change, negative = inhibition, usual class: inhibitors | 0.065% of 280,000 active;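 further: plate controls were bound peptide for no effect and peptide without receptor for full effect; nearly all actives have a fitted effect of over 50% in size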
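Assay buffer: 20 mM Tris-HCl, 100 mM NaCl, 10% glycerol, 1 mM EDTA, 0.01% NP-40, 1 mM DTT, 1 uM T3, 5% DMSO; TRb LBD 0.6 uM, Texas Red SRC2 20 nM; FP after 5 hr.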
Tau fibril ThT = tau fibrillization inhibition (ThT binding) | P10636 | recombinant tau K18 P301L (four-repeat tau fragment), heparin-induced fibrillization, ThT fluorescence | Potency, µM (top dose mostly 57.4 µM), for inactives: at the top dose activity, negative = inhibition, most hits filed as inhibitors | 2.1% of 270,000 active | AID 1460; further: on the % scale 0 is the no-effect control and ±100 the full control effect; nearly all actives have a fitted effect of over 55% in size
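Heparin-induced fibrillization of the P301L-mutant K18 repeat-domain fragment of human tau was followed by ThT binding in quantitative high-throughput format.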
TexasRed fluor = Texas Red fluorescence interference in TRb-SRC2 counter-screen. 0.29% of 280,000 active. TRb/SRC2 Texas Red total fluorescence interference. Potency, µM (titrated, usually from 106 µM), without a hit: at the highest dose fluorescence change, negative = quenching; active means well fitted curve in either direction with a large enough effect; inconclusive means small, poorly fitted or top-dose-only effect; further: on the % scale 0 is the no-effect control and ±100 the full control effect
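Human TRb ligand-binding domain at 0.6 uM with 20 nM Texas Red SRC2 peptide in Tris buffer containing 1 uM T3 and 5% DMSO, incubated with compound 5 h at ambient temperature. Total fluorescence (555/632 nm) calculated as parallel + 2 × perpendicular.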
* hit, by the source's call; i = inactive; u = inconclusive; x = no result given; [ ] = dose if it differs, or a comment. Unless noted, the call rests on the fitted dose curve; in most records, active means well fitted curve in the direction sought with a large enough effect; inconclusive means small, poorly fitted or top-dose-only effect, or another doubt; inactive means no such curve, though single readings can be large; an effect the other way counts as inactive or inconclusive. Potency means the concentration at half of the fitted maximal effect.

Second line of a record: Tau fibril ThT, TexasRed fluor, L3MBTL1 inh, Tau FP inhib, TRb SRC2 PPI, HTT ATP protect, Tau fluor counter, RECQ1 inh
1	O=C(c1ccc2c(c1)OCCO2)C1CCN(C(=O)c2ccc(F)c(F)c2)CC1
 : -17%, 0%, 0%, 5%, -2%, -5%[10 µM], -2%, -5%
2	O=C(CSc1nnc2ccccn12)Nc1cccc(S(=O)(=O)N2CCOCC2)c1
 : -1%, 3%, -3%, 3%, -14%, 10%[10 µM], -3%, -10%
3	CCCCOc1ccc(CNC(=O)c2cnc3sc(N4CCC(C)CC4)nn3c2=O)cc1
 : 5%, -1%, x, -2%, -12%, x, 1%, x
4	O=C(c1cc2ccccc2oc1=O)N(c1ccccc1)C1C=CS(=O)(=O)C1 (centres undefined)
 : -1%, 2%, 26%, 7%, u, 17%[10 µM], 5%, -7%
5	C[C@H](NC(=O)OCc1ccccc1)c1nnc([C@H](Cc2ccccc2)NC(=O)OC(C)(C)C)o1
 : -1%, -1%, x, 1%, -1%, -3%[10 µM], 0%, i
6	COC(=O)[C@H](CCSC)NC(=O)NCc1cccs1
 : -3%, 2%, 6%, 0%, 8%, 9%, -3%, -9%
7	O=C(Nc1ccc(SC(F)F)cc1)c1cc(-c2cccs2)on1
 : u, -13%, x, -7%, 2%, x, 2%, x
8	CSc1ccccc1NC(=O)CN(C)CC(=O)Nc1cccc(Br)c1
 : u, 0%, x, -3%, 0%, -12%, -25%, -1%
9	Cc1cc2c(cc1Cl)C(c1ccccc1C)CC(=O)O2 (centres undefined)
 : -18%[81.4 µM], 13%, x, -17%[81.3 µM], 1%, x, u, -18%[81.1 µM]
10	CN=C(Nc1ccc(C)c(C)c1)SC1CC(=O)N(c2ccc(OC)cc2)C1=O (centres undefined)
 : -8%, -2%, -13%, -14%, 8%, -1%[10 µM], u, -4%
11	O=c1[nH]cnc2c1c(-c1ccccc1)cn2-c1ccc(Br)cc1
 : -5%, -3%, -7%, u, -2%, 12%[10 µM], u, -3%
12	Cc1cccc(C)c1OC(=O)CSc1nnc(-c2ccc3c(c2)OCO3)o1
 : 0%, -3%, x, -1%, -1%, x, -2%, x
13	[O-]/C(=C(\C(=S)NCc1ccccc1)[n+]1ccccc1)c1ccc(Cl)cc1
 : u, -1%, -17%, -7%, 5%, -5%[10 µM], -10%, -1%
14	c1ccc(N2CCN(c3ncccn3)CC2)cc1
 : u, -3%, -4%, 9%, 8%, -7%, -15%, -5%
15	Cc1cccc(NC(=O)CSc2nnc(-c3n[nH]c4ccccc34)o2)c1
 : -14%, -7%, -6%, -11%, 3%, 14%[10 µM], -21%, -5%
16	CCC1(C)N([O-])C(C)=C(c2ccccc2)[N+]1=O (centres undefined)
 : -12%, -1%, x, -5%, 0%, 7%, -6%, -2%
17	Cn1c(=O)cc(OCC(=O)NCCCN2CCN(Cc3ccccc3)CC2)c2ccccc21
 : 7%, 2%, -1%, -5%, -27%, 6%[10 µM], 6%, i
18	CCOC(=O)c1cccc(NC(=O)c2cc3c(=O)n(Cc4ccccc4)ccc3nc2C)c1
 : -12%, -3%, x, -4%, -3%, x, -9%, x
19	CCN(CC)CCCNC(=O)C1c2ccccc2C(=O)N1Cc1ccc(C)cc1 (centres undefined)
 : 0%, -3%, -7%, -12%, 1%, -27%, -8%, -6%
20	COc1ccc(NC(=O)Cn2cc(S(=O)(=O)Cc3ccccc3)c3ccccc32)c(OC)c1
 : u, 0%, u, 8%, -1%, -44%[10 µM], u, -5%

From no. 1 to 4, copied from above:
Second line of a record: Tau fibril ThT, TexasRed fluor, L3MBTL1 inh, Tau FP inhib, TRb SRC2 PPI, HTT ATP protect, Tau fluor counter, RECQ1 inh
1	O=C(c1ccc2c(c1)OCCO2)C1CCN(C(=O)c2ccc(F)c(F)c2)CC1
 : -17%, 0%, 0%, 5%, -2%, -5%[10 µM], -2%, -5%
2	O=C(CSc1nnc2ccccn12)Nc1cccc(S(=O)(=O)N2CCOCC2)c1
 : -1%, 3%, -3%, 3%, -14%, 10%[10 µM], -3%, -10%
3	CCCCOc1ccc(CNC(=O)c2cnc3sc(N4CCC(C)CC4)nn3c2=O)cc1
 : 5%, -1%, x, -2%, -12%, x, 1%, x
4	O=C(c1cc2ccccc2oc1=O)N(c1ccccc1)C1C=CS(=O)(=O)C1 (centres undefined)
 : -1%, 2%, 26%, 7%, u, 17%[10 µM], 5%, -7%

(next part)
Second line of a record: Tau fibril ThT, TexasRed fluor, L3MBTL1 inh, Tau FP inhib, TRb SRC2 PPI, HTT ATP protect, Tau fluor counter, RECQ1 inh
21	Cc1cccc(/C(N)=N/OC(=O)c2ccc(Cl)cc2Cl)c1
 : u, 2%, 33%[activator], -10%, -7%, 11%[0.074 µM], -5%, -1%
22	Cc1ccc(CNC(=O)C2CCN(S(=O)(=O)c3c(C)noc3/C=C/c3cccs3)CC2)cc1
 : 8%, -3%, x, -11%, -1%, x, -20%, x
23	COc1ccc2c(=O)ccoc2c1
 : 0%, -5%, x, -2%, -4%, x, -5%, 1%
24	COC(=O)CCCC1=CC2=CC(=O)C(C)(OC(=O)c3ccco3)C(=O)C2=CO1 (centres undefined)
 : -19%, 2%, x, u, 4%, x, u, u
25	Cc1ccc(C)c(S(=O)(=O)N2CCN(Cc3ccc(O)c4ncccc34)CC2)c1
 : -14%, -2%, u, 9%, 5%, -154%[inhibitor], -11%, i
26	Cc1ccc(-n2cc3c(-c4cccc(Br)c4)nnc(C)c3n2)cc1
 : -9%, -3%, 0%, 2%, 14%, -20%, -12%, 5%
27	c1ccc(-c2noc(CC3CCCCC3)n2)nc1
 : -6%, 1%, 9%, -3%, 3%, -17%[10 µM], -11%, i
28	Cc1ccc(S(=O)(=O)c2c(N)n(CCCO)c3nc4ccccc4nc23)cc1
 : -13%, 0%, x, u, -10%, -8%, -30%, -5%
29	Cc1cc(NC(=O)C2CCCCC2)n(-c2nc3ccccc3[nH]2)n1
 : -7%, -3%, x, u, 6%, -42%[inhibitor], u, -11%
30	COc1cccc(-c2nn(-c3ccccc3)cc2C(=O)Nc2nccs2)c1
 : -10%, -5%, 5%[11.4 µM], 28µM*, 3%, -46%[inhibitor], u, -3%
31	Cc1cc(C)n2nc(SCC(=O)c3ccccc3)nc2n1
 : 2%, 0%, x, 2%, -4%, 13%, 4%, i
32	CCOC(=O)C1CCCN(C(=O)c2ccc(C)c([N+](=O)[O-])c2)C1 (centres undefined)
 : 9%, -1%[53 µM], 0%, 0%, 0%[53 µM], 36%[10 µM], 7%, -5%
33	CN1CCN(/N=C2/C(=O)Nc3ccc([N+](=O)[O-])cc32)CC1
 : -16%, -1%, -11%, -3%, 6%, 11%[10 µM], -7%, 18%
34	O=C(Nc1ccccc1C(=O)N1CCCC1)C1COc2ccccc2O1 (centres undefined)
 : 0%, -6%, 14%, 2%, -2%, -12%, -2%, -9%
35	COc1cccc(C(=O)CSc2nnc(-c3cc(OC)c(OC)c(OC)c3)o2)c1
 : -12%, 1%, x, u, -21%, -24%, -19%, i
36	COc1ccc(C)cc1NC(=S)N1CCN(c2ccccn2)CC1
 : -12%, 2%, -1%, 6%, -16%, 9%[10 µM], -12%, -8%
37	CC1(CCl)N([O-])C2=C(CCCC2)[N+]1=O (centres undefined)
 : u, -3%, -18%, -15%, -1%, 27%[10 µM], -18%, -2%
38	CCOC(=O)CNC(=O)CSc1nnc(-c2ccncc2)n1-c1ccc(Cl)cc1
 : -15%, -3%, 3%, -8%, -5%, -10%, -5%, i
39	CCN(CC)c1ccc(CNc2ccc(Br)cn2)cc1
 : -11%, 2%, -10%, 4%, -19%, 13%[10 µM], -15%, -9%
40	NC(=O)C1CCN(C(=O)CN2CCN(c3cccc(C(F)(F)F)c3)CC2)CC1
 : 0%, 3%, 4%, -2%, -2%, -10%[0.074 µM], -2%, i
41	OCCN1CCN(CCCc2c3c(cc4c2CCC4)CCC3)CC1
 : -10%, 4%, -5%, 1%, -2%, x, -3%, -3%
42	O=C(NCc1ccccc1)C1Cc2ccccc2CN1C(=O)c1ccco1 (centres undefined)
 : -3%, 0%, 4%, 10%, 3%, 5%, 4%, u
43	COC(=O)c1ccc(C(=O)OC)c(NC(=O)Nc2ccc3c(c2)OCO3)c1
 : -5%, 1%, x, 1%, -2%, -8%, 2%, -10%
44	COc1cc(NC(=S)NCc2cccs2)cc(OC)c1
 : 11%, -2%[53 µM], -4%, 3%, -4%[53 µM], u, -4%, -13%
45	CN(CCc1ccccn1)C(=O)CCC1CCCN(C(=O)c2cscn2)C1 (centres undefined)
 : 3%, 0%, 9%, -2%, 0%, -3%[10 µM], 8%, 11%
46	Cc1cc(C)c(C2C3=C(Nc4c2c(C)nn4-c2ccccn2)c2ccccc2C3=O)c(C)c1 (centres undefined)
 : u, -1%, -2%, -12%, 7%, 18%[10 µM], -15%, i
47	COc1ccc(-c2cn3c(C)c(C(=O)NCCN4CCOCC4)sc3n2)cc1
 : u, -1%, 0%, 4%, -3%, -4%, -13%, -5%
48	CCCCOc1ccc(C(=O)N/C(=C/c2cccc([N+](=O)[O-])c2)C(=O)O)cc1
 : -11%, -1%, -12%, 1%, 0%, -18%, -2%, 16%
49	Cc1cc(NC(=O)CCC(=O)N(CC(=O)NC2CCCC2)Cc2ccco2)no1
 : -10%, -2%, x, 0%, -1%, 1%, -10%, -5%
50	CCN1CCc2c(OCC(=O)Nc3cccc(C)c3)cccc2C1=O
 : -4%, -1%, 9%, 2%, 1%, x, 0%, -2%
51	CCn1c(=O)c2ccccc2n2c(SCC(=O)N3CCCc4ccccc43)nnc12
 : -6%, -5%, -2%, 0%, 2%, -29%, 1%, -4%
52	CCOC(=O)NCc1ccc(Cl)c(Cl)c1
 : -12%, 2%, 9%, -3%, -1%, -22%, -9%, -17%
53	CN(CC(=O)N1CCCCCC1)S(=O)(=O)c1ccc(Br)s1
 : 2%, -1%, x, 1%, -5%, -9%, 1%, 17%
54	COc1cc(/C=C(/C#N)c2nc3ccccc3[nH]2)ccc1OCC(=O)Nc1ccccc1C
 : u, 2%, 0%, -9%, u, -18%, -24%, 3%
55	Cc1cccc(NC(=O)CSc2cn(CC(=O)N3CCCCCC3)c3ccccc23)c1
 : 0%, -2%, x, -2%, 5%, x, 3%, x

An excerpt; count on the stated rates, not on these rows.
